High-throughput results from PubChem.
sPLA2-III inh – Blocks human group III sPLA2 activity. Q9NZ20. QFRET BODIPY PC-A2 liposome hydrolysis, fluorescence. inhibition, % at 12.2 µM. hit rate 0.56% among 370,000. AID 743126;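 active means inhibition above mean plus 3 SD of compounds lying within the high and low control bounds, cut at about 19% in these data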;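 further: 0% = median of test compound wells and 100% = no enzyme DMSO wells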
PLC-gamma1 inh – blocks human PLC-gamma1 enzyme activity; hit rate 0.84% among 370,000; inhibition, % at 12.2 µM; P19174; purified PLC-gamma1, fluorogenic substrate, fluorescence; in the data active means inhibition above about 9.5%
hcDAF12 agonist – H. contortus DAF-12 activation, primary screen | AID 652067 | hit rate 1.4% among 370,000 | HEK293 hcDAF-12 lit1-tk-luc reporter, luminescence; 0% DMSO, 100% Δ7-dafachronic acid | activation, % at 6.8 µM;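 active means activation above the mean of all tested compounds plus 3 SD, cut at about 5.5% in these data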;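 further: 100% = response to 3 µM Δ7-dafachronic acid high control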
DAX1 inh-1 – inhibitors of human orphan nuclear receptor DAX1 (NR0B1) | P51843 | HEK293 Gal4-DAX1 luciferase reporter, luminescence | inhibition, % at 6.75 µM | hit rate 0.99% among 340,000 | AID 504766;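 active means inhibition above the mean over all tested compounds plus 3 SD, cut at about 4.2% in these data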;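 further: 0% = DAX1-transfected cells with DMSO and 100% = empty-vector control cells with DMSO; inhibition shows as a rise in luminescence from relieved DAX1 repression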
PLCb3 inh – inhibitors of human phospholipase C beta3 | Q01970 | Purified PLC-beta3, fluorogenic substrate, fluorescence | inhibition, % at 12.2 µM | hit rate 0.18% among 370,000 | AID 720704; in the data active means inhibition above about 11%;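 further: 0% = median of compound wells on plate and 100% = full blocker control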
Target sequence (Q01970 whole entry, looked up): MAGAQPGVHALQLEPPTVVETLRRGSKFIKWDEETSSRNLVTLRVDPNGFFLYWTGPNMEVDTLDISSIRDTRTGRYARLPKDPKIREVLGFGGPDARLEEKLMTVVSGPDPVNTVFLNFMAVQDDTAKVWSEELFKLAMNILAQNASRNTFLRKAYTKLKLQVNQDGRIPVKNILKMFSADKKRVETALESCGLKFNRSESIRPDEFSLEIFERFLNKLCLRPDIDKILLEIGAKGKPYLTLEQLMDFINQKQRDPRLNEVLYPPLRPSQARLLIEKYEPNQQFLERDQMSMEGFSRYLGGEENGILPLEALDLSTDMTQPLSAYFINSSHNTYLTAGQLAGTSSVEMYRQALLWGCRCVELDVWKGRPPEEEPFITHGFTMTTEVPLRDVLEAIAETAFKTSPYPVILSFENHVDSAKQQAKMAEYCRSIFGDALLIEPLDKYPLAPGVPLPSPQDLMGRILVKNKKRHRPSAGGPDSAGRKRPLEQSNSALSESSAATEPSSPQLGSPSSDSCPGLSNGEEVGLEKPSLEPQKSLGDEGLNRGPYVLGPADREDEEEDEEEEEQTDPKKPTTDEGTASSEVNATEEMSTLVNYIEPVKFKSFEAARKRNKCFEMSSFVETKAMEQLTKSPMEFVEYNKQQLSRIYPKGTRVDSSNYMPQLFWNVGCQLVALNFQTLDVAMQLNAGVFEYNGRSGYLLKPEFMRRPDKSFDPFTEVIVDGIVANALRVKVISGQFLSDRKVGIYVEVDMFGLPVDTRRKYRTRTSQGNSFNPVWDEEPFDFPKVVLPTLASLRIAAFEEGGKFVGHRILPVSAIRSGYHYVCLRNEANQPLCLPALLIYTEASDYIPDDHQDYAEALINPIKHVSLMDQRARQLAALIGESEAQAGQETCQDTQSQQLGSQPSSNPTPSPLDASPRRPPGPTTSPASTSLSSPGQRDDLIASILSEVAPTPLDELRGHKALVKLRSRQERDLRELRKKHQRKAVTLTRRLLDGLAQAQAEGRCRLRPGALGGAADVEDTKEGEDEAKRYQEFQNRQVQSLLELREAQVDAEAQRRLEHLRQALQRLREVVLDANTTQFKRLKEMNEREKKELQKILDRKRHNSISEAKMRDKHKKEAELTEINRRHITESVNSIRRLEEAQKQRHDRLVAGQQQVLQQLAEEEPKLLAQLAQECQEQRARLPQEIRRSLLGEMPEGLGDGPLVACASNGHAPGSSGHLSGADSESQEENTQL
ADAM10 inh – inhibits human ADAM10. AID 720582. hit rate 0.62% among 370,000. recombinant ADAM10, EDANS/DABCYL FRET peptide cleavage, 3 h. O14672. inhibition, % at 7 µM;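 active means inhibition above a per-campaign cutoff equal to the mean of compounds falling between control-based bounds plus 3 SD, cut at about 20% in these data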;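 further: 0% = DMSO wells while the 100% control is not disclosed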
GAA850 FXN act – increases GAA850 frataxin promoter reporter activity; HEK293 lucGAA850 FXN promoter luciferase reporter, 24 h; percent of 10 µM SAHA response; activation, % at 6 µM; hit rate 0.56% among 360,000; AID 540364;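 active means activation above the average of all compounds screened plus 3 SD, cutoff fixed separately per campaign, cut at about 7.5% in these data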;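 further: 0% = DMSO wells and 100% = 10 µM SAHA wells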
ssDAF12 agonist – activators of S. stercoralis DAF-12 nuclear receptor | HEK293 ssDAF-12/GRIP1 lit1-tk-luc reporter, luminescence; % of 3 µM dafachronic acid response | activation, % at 6.8 µM | hit rate 1% among 370,000 | AID 652126;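 active means activation above the mean over all tested compounds plus 3 SD, cut at about 0.9% in these data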;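 further: 0% = DMSO-only wells and 100% = 3 µM delta7-dafachronic acid wells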
hgDAF12 agonist – hgDAF-12 agonism, primary luciferase screen; HEK293 GAL4-hgDAF12 UAS-luciferase reporter, agonist luminescence; normalized to butyrate control; activation, % at 6.8 µM; hit rate 1.8% among 370,000;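 active means activation above a cutoff set at the mean of all screened compounds plus 3 SD, cut at about 10% in these data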;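 further: 0% = DMSO wells and 100% = sodium butyrate wells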
DAX1 inh-2 – DAX1 (NR0B1) inhibition, primary screen; HEK293T StAR-luciferase reporter, SF-1/DAX-1 repression relief; inhibition, % at 6.8 µM; hit rate 1.1% among 370,000; AID 652010;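 active means inhibition above the mean over all tested compounds plus 3 SD, cut at about 3.6% in these data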;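 further: 0% = DAX-1 cells with DMSO and 100% = cells lacking DAX-1 with DMSO; higher inhibition means more luminescence from relief of DAX-1 repression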
ADAM17 inh – ADAM17 inhibition, QFRET primary screen; recombinant ADAM17, EDANS/DABCYL FRET peptide cleavage; P78536; inhibition, % at 6.95 µM; hit rate 0.83% among 370,000; AID 720648;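 active means inhibition above the mean of compounds lying between control limits plus 3 SD, set per campaign, cut at about 8.5% in these data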;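 further: 0% = DMSO-only wells as the low control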
Active calls of the source: *; i = inactive; . = not tested or not shown. Hits appear at their usual frequency; about 6.9% have a hit in one of these screens.

Order of values – sPLA2-III inh	PLC-gamma1 inh	hcDAF12 agonist	DAX1 inh-1	PLCb3 inh	ADAM10 inh	GAA850 FXN act	ssDAF12 agonist	hgDAF12 agonist	DAX1 inh-2	ADAM17 inh
> O=C(CCn1c(=O)oc2ccccc21)N1CCN(c2ccc(F)cc2)CC1
  5	2	1.2	0.5	1	-9	0.5	-0.4	4.8	0.0	-4
> COc1ccc(C)cc1NC(=O)COC(=O)C1CC1
  -3	2	-1.9	0.9	3	1	1.7	-0.7	-0.1	0.3	-1
> CCCOC(=O)C1C2C=CC(C3CC23)C1C(=O)OCC(=O)c1ccccc1 (stereo unspecified)
  -7	2	-1.3	-2.2	4	10	3.0	-0.6	0.7	-0.6	-2
> CC1CCN(c2nc3ccc(C(=O)O)cc3s2)CC1
  -4	-2	2.4	-5.6	-1	-11	-10	-0.8	0.5	-0.5	-5
> O=C(Nc1cccc(F)c1)C1CCCCC1
  4	6	-0.2	0.0	3	-4	-1.4	-1.5	-4.7	-0.3	1
> CCCn1c(=O)[nH]c(=O)c2c1nc(-c1ccc(C(F)(F)F)cc1)n2CCOC
  2	-4	0.9	-0.6	-10	-12	-0.7	-0.9	0.1	-0.1	-4
> Cc1onc(-c2ccccc2Cl)c1C(=O)NCc1ccc(S(N)(=O)=O)cc1
  -3	0	-0.6	0.3	1	2	-0.7	-1.0	0.9	-0.8	0
> CCCOn1c(-n2nc(C)cc2C)nc2ccccc2c1=O
  0	1	-0.7	1.4	0	-4	-3.4	-1.4	0.2	0.2	-3
> CC(C)[C@H](NC(=O)c1c(F)cccc1F)C(=O)N1CCN(c2ccc(F)cc2)CC1
  18	0	-1.8	-1.4	-9	0	-1.6	-1.1	0.8	-0.4	-4
> Cc1cc(C(=O)Nc2cccc(NC(=O)c3ccco3)c2)ccc1[N+](=O)[O-]
  -1	2	-1.9	1.1	-6	-11	1.0	-1.2	-3.8	-1.6	0
> COc1cc(C(=O)O)cc(OC)c1OCc1cc(C(=O)O)oc1C
  -2	0	-0.9	-1.1	3	-3	4.0	-0.8	-0.9	-0.3	-2
> Cc1cc(C)nc(-n2nc(C)cc2NC(=O)CN2CCCC(C)C2)n1 (stereo unspecified)
  -5	0	-2.4	-1.2	5	0	-3.2	-1.4	-3.1	-0.1	0
> c1ccc(OCCSc2ncnc3nc[nH]c23)cc1
  -30	1	-0.6	0.7	7	6	3.9	-1.2	4.5	0.6	3
> CCCCc1c(C)nc2ccc(C)cc2c1SCCC(=O)O
  -2	4	-2.3	1.9	-2	-6	3.5	-0.7	-1.4	-0.3	-1
> CCOc1cccc(/C=C2\NC(=S)N(c3ccccc3)C2=O)c1O
  4	-18	4.8	0.5	-27	4	1.7	0.6	6.7	1.3	5
> Cc1ccc(C(=O)Nc2cccc(C(=O)O)c2)cc1
  5	-2	1.6	.	1	-1	.	0.0	10	2.0	-1
> CCOC(=O)c1cccc(NC(=O)c2cncc(Br)c2)c1
  2	1	1.3	-0.3	5	3	6.3	-1.0	5.9	1.8	1
> O=Cc1ccc(-c2cccs2)s1
  -5	i	-1.4	0.3	i	i	-12	-1.5	-1.5	-2.6	i
> O=C(NCC1CC1)c1onc(CSc2ccc(F)c(F)c2)c1C(=O)NCC1CC1
  -6	-1	-1.2	0.0	3	7	2.2	-1.3	0.9	0.3	3
> CC1Oc2ccccc2N(Cc2cccnc2)C1=O (stereo unspecified)
  8	11*	-1.2	-0.1	4	5	0.2	-0.7	-2.8	-0.7	-2
> O=C(COC(=O)c1ccccc1NC(=O)c1ccco1)Nc1ccc2c(c1)OCO2
  -8	-5	-0.8	-0.5	-9	-18	2.3	-1.5	3.8	0.5	-6
> COC(=O)[C@H](Cc1ccccc1)NC(=O)/C=C/[C@H]1O[C@@H](n2ccc(=O)[nH]c2=O)[C@H](O)[C@@H]1O
  10	0	2.2	.	3	-4	.	-0.7	-3.7	0.1	-1
> C/C(=N\Nc1cccc(C(=O)O)c1)c1ccc(Cl)s1
  -10	3	0.2	1.9	-14	-7	2.3	-1.1	8.0	1.9	-8
> O=c1cc(N2CCCCC2)c2ccccc2o1
  11	2	-1.6	-0.1	-1	-10	2.3	-1.4	-2.9	-1.1	-6
> COc1cccc(OC)c1OCCCCn1cnc2ccccc2c1=O
  -3	-1	-1.6	-1.5	3	-2	1.5	-0.9	1.5	0.3	3
> Cc1nc2c(c3c1[nH]c1ccccc13)C(O)CC(C)(C)C2 (stereo unspecified)
  -7	i	-0.8	-1.8	i	i	-1.3	-1.7	-2.2	-1.2	-477
> O=C(Cn1c(=O)oc2ccccc21)Nc1ccccc1Cl
  -5	0	0.8	1.7	-4	2	-0.7	-0.9	-0.6	-0.4	-3
> CC(=O)Nc1ccc(C(=O)Nc2cccc(S(=O)(=O)NC3=NCCC3)c2)cc1
  -4	0	-1.3	0.2	-2	-1	-1.1	-0.7	-0.4	-1.4	-4
> COC(=O)c1cc(S(=O)(=O)NCc2ccc3c(c2)OCO3)c[nH]1
  5	-2	-1.6	0.9	-3	-7	0.5	-0.8	3.9	-1.3	-2
> CN(Cc1ccccc1)S(=O)(=O)c1ccc(OCC(=O)NCc2cccnc2)cc1
  9	2	-3.0	0.2	-6	-2	-1.9	-0.8	-1.1	-0.7	-5
> c1ccc(-n2ncc3c(NCc4ccc5c(c4)OCO5)ncnc32)cc1
  -18	-3	-0.4	-0.3	1	-2	0.5	-1.5	3.5	0.3	-3
> CNc1ccc(Br)cc(C(=O)/C=C/c2cccc(Cl)c2Cl)c1=O
  -2	-80	0.5	1.4	-120	9	2.0	0.2	1.2	0.7	2
> CCc1nc(SCC(=O)N2CCN(c3ccccc3)CC2)c2oc3ccccc3c2n1
  -2	-1	2.5	-0.6	2	-4	-1.3	-0.3	1.8	-0.2	-1
> Cc1ccc(S(=O)(=O)N2CCC(C(=O)Nc3ccc(N4CCOCC4)cc3)CC2)cc1C
  -2	-1	-0.9	0.2	2	0	2.8	-1.0	-3.0	-0.2	-1
> Cc1ccc(/C=N/NC(=O)c2cc3ccccc3cc2O)o1
  -8	-93	-0.5	0.9	-146	1	1.6	-0.9	3.2	0.3	3
> CC(=O)c1c(C)[nH]c(C(=O)COC(=O)CCNS(=O)(=O)c2ccc(C)c(C)c2)c1C
  -14	-1	-1.2	1.4	-4	-1	-0.9	-1.2	2.4	-0.6	-1
> CCCNC(=O)COc1coc(CN2CCN(Cc3ccccc3)CC2)cc1=O
  9	-1	-1.4	-0.2	-6	-3	-1.7	-1.1	-1.6	0.0	-2
> CC1CC(C)CN(S(=O)(=O)c2cccc3nsnc23)C1 (stereo unspecified)
  6	2	-0.5	0.0	-3	-4	2.1	-0.7	-2.4	-1.1	-1
> c1ccc(-c2nc3ccccc3n2C(c2ccccc2)c2nc3ccccc3[nH]2)cc1 (stereo unspecified)
  -6	-92	4.8	.	-116	-66	.	0.3	12*	3.6	-19
> O=C(NCCN1C(=O)CSC1=O)C1CC(=O)N(c2ccccc2)C1 (stereo unspecified)
  6	10*	0.5	0.6	2	-5	0.1	-1.2	3.0	-0.7	-3
> Cc1ccc(S(=O)(=O)NCC(=O)Nc2ccc3c(c2)OCCO3)cc1
  -3	-1	-1.7	-1.2	-4	-10	-0.8	-1.3	-4.0	-0.4	-1
> CN(C)S(=O)(=O)c1ccc(N2CCCC2)c(C(=O)Nc2nccs2)c1
  -7	-38	0.8	-0.5	-39	-48	0.5	-0.1	-0.8	-1.7	-12
> CCN(CC)S(=O)(=O)c1ccc(N2CCN(CCOc3ccc(OC)cc3)CC2)nc1
  -10	1	-1.6	-1.7	-7	7	-0.5	-1.9	-0.6	-0.8	-4
> COC(=O)c1ccc(NC(=O)CSCC(=O)OCC(=O)c2ccc(Br)cc2)cc1
  -36	3	-1.9	0.7	3	3	-2.7	-1.1	0.1	0.4	3
> O=C(/C=C/c1ccc(F)cc1)NC(=S)NC1CCCCC1
  6	5	-2.0	-2.5	-5	-8	1.0	-0.8	-2.0	-0.1	-1
> COc1ccc2c(c1)CNC2CS(=O)(=O)NC1CCCC1 (stereo unspecified)
  6	-25	1.8	.	-30	-60	.	0.2	0.6	-1.1	-15
> Cc1ccc(C(=O)CCC(=O)OCC(=O)Nc2ccc3[nH]c(=O)[nH]c3c2)cc1
  3	2	-0.9	2.1	-9	-4	0.9	-0.2	-1.9	1.3	-5
> Cc1cc(NC(=O)c2c([N+](=O)[O-])c(C)nn2C)no1
  2	2	-2.3	-0.1	3	0	-2.1	-1.1	-0.4	0.1	-4
> O=C(Nc1cccc2ncccc12)c1cccc(Br)c1
  3	-2	-0.1	0.7	-3	0	3.8	-1.5	-0.2	0.2	0
> CC(=O)c1ccc(Nc2cc(C)nc3c(C)cccc23)cc1
  0	-27	3.2	0.3	-26	-19	-0.2	-0.8	11*	-0.3	-4

Looked up by compound from above (two):
Order of values – sPLA2-III inh	PLC-gamma1 inh	hcDAF12 agonist	DAX1 inh-1	PLCb3 inh	ADAM10 inh	GAA850 FXN act	ssDAF12 agonist	hgDAF12 agonist	DAX1 inh-2	ADAM17 inh
> CC(=O)c1ccc(Nc2cc(C)nc3c(C)cccc23)cc1
  0	-27	3.2	0.3	-26	-19	-0.2	-0.8	11*	-0.3	-4
> c1ccc(-c2nc3ccccc3n2C(c2ccccc2)c2nc3ccccc3[nH]2)cc1 (stereo unspecified)
  -6	-92	4.8	.	-116	-66	.	0.3	12*	3.6	-19
